Akt phos inh: HTS Assay for Inhibitors of Akt Phophorylation: Primary Screen | Neuro2A IGF-stimulated pAkt S473 HTRF, 20 min; active compounds read low | activity change, % for hits at 50 µM | 360,000 compounds, 0.32% hits; in the data active = activity change below about -80%; inconclusive = mostly about -51% to -80%; also: % is scaled to controls: 0 for no effect and ±100 for the full control effect
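Single-point screen (50 µM final compound) in Neuro2A cells stimulated 20 min with 6 nM IGF at 37 deg C. After lysis, Ser473-phosphorylated Akt read by HTRF (ex 330 nm, em 615/665 nm) as the 665/615 ratio.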
Mm-Cpn inhibitor: Inhibitors of TCP-1 ring complex (TRiC) of Methanococcus maripaludis (MmCpn): qHTS. Chaperonin Mm-Cpn (Methanococcus maripaludis). 330,000 compounds, 0.031% hits. AID 504842, 2011. purified Mm-Cpn ATPase, ADP Transcreener TR-FRET. Potency, µM (highest dose often 76.9 µM), inactives show at the top dose activity, negative = inhibition, most hits filed as inhibitors; also: potency is read from the fitted curve at half-maximal effect; % is scaled to controls: 0 for no effect and ±100 for the full control effect; nearly all actives have a fitted effect of over 80% in size
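Eu-cryptate anti-ADP/ADP-d2 competition gives a ratio inversely related to ADP. Enzyme at 25 nM was pre-exposed to compound for 10 min, then given 10 uM ATP for 30 min, 37°C throughout.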
PTHR1 ag: qHTS for PTHR1 Agonists: Primary Screen; Parathyroid hormone/parathyroid hormone-related peptide receptor (Homo sapiens), Q03431; 410,000 compounds, 0.075% hits; Potency, µM (titrated, usually from 115 µM), for inactives: top-dose activation, usual class: activators; HEK293 GP2 PTHR1 cells, GloSensor cAMP luminescence, 1 h; AID 743266, 2014; also: potency is read from the fitted curve at half-maximal effect; nearly all actives have a fitted effect of over 55% in size; some results filed as inactive show a strong effect at the top dose; inactives centre near -15; many of its hits are not listed in these tables
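HEK-293-derived GP2 cells expressing PTHR1 and a GloSensor cAMP reporter, 3,000/well, plated overnight, given luciferin plus IBMX (each 0.5 mM as added) for 1 h at 37 °C, then compound for 1 h at 37 °C. Luminescence was read after 15 min at room temperature.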
EPAC2 agonist: qHTS for Agonist of cAMP-regulated guanine nucleotide exchange factor 4 (EPAC2): primary screen. Rap guanine nucleotide exchange factor 4 (Homo sapiens), Q8WZA2. EPAC2 activation, biochemical qHTS; response scale: 100% = 6.5 mM cAMP response. Potency, µM (top dose mostly 154 µM), for inactives: at the top dose activation, hits mostly activators. 360,000 compounds, 0.079% hits. AID 720711, 2013; also: potency is read from the fitted curve at half-maximal effect; nearly all actives have a fitted effect of over 50% in size
Target sequence (Q8WZA2 whole entry, looked up): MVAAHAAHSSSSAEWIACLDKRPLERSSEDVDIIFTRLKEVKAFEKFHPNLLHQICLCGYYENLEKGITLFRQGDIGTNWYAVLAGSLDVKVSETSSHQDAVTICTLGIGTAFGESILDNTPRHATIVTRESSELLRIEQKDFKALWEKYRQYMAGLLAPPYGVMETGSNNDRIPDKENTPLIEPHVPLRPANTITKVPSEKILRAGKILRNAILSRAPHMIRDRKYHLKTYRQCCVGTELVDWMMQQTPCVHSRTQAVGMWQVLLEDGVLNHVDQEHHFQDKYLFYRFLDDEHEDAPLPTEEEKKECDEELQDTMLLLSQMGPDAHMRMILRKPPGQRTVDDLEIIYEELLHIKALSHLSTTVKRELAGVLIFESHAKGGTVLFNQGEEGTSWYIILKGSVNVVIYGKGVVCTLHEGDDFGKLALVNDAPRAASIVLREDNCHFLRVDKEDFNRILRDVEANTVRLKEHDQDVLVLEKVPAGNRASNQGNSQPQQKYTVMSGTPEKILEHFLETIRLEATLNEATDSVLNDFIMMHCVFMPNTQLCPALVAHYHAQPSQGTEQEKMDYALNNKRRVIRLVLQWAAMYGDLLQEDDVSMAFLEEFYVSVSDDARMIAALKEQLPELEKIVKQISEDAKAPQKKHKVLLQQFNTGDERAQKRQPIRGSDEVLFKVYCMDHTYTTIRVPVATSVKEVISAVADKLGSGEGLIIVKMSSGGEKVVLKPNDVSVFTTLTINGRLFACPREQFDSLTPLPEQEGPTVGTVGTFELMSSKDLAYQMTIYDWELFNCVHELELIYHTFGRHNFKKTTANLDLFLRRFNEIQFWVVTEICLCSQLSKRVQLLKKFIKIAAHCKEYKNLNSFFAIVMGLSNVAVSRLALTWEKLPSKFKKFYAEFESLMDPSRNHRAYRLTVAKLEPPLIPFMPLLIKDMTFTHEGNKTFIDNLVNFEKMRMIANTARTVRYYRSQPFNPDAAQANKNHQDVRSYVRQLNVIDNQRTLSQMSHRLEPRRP
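Compounds were titrated in qHTS against a Rap1B-BODIPY-GDP (250 nM) complex with EPAC2 (100 nM) and GDP (50 uM). BODIPY-GDP release tracked at 480/540 nm over 30 min at room temperature, normalized to 6.5 mM cAMP.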
D3 ag: qHTS of D3 Dopamine Receptor Agonist: qHTS; D(3) dopamine receptor (Homo sapiens), P35462; D3R DiscoveRx beta-arrestin cells, luminescence, 90 min; max activation, %; 410,000 compounds, 0.58% hits; AID 652048, 2013; in the data active = max activation above about 30%; also: 0% is about no effect; mostly tested at two doses, the higher about 12 µM
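Cells at 1500/well, incubated overnight, then treated with pinned compounds (dopamine as control) for 90 min at 37 degrees C. DiscoveRx reagent added for 30 - 60 minutes at room temperature; luminescence read.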
CCT chaperon mod: High-Throughput Screening for Modulators of Cytosolic Chaperonin Activity; purified chaperonin ATPase assay, HTRF ADP detection, 30 min; activity change, % (test concentration not listed), hits read low; 360,000 compounds, 0.3% hits; AID 651819, 2012; in the data active = activity change below about -30%; also: % is scaled to controls: 0 for no effect and ±100 for the full control effect
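First, chaperonin was dispensed at 40 nM or 20 nM final depending on batch activity. Next, compounds were pinned at 76 uM and ATP added at 10 uM. After 30 min at 37 °C, ADP detection reagents ran 30 min at ambient temperature.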
EPAC2 antagonist: qHTS for Antagonist of cAMP-regulated guanine nucleotide exchange factor 2 (EPAC2): primary screen | 360,000 compounds, 0.18% hits | Rap guanine nucleotide exchange factor 4 (Homo sapiens), Q8WZA2 | EPAC2 GEF exchange of Rap1B-BODIPY-GDP, fluorescence | Potency, µM (highest dose often 114 µM), for the others: at the top dose activity, negative = inhibition, most hits filed as inhibitors | AID 720708, 2013; also: potency is read from the fitted curve at half-maximal effect; % is scaled to controls: 0 for no effect and ±100 for the full control effect; nearly all actives have a fitted effect of over 45% in size; many of its hits are not listed in these tables
D3 antag: qHTS of D3 Dopamine Receptor Antagonist: qHTS | 360,000 compounds, 2.5% hits | max response, negative = inhibition, % | AID 652054, 2013 | D3R cells, DiscoveRx beta-arrestin luminescence, antagonist mode; active compounds read low | D(3) dopamine receptor (Homo sapiens), P35462; in the data active = max response below about -50%; inconclusive = no clear call, values can overlap the other calls; also: % is scaled to controls: 0 for no effect and ±100 for the full control effect; mostly tested at two doses, the higher about 12 µM
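Cells expressing the human receptor were seeded at 1500 cells/well, incubated overnight at 37 degrees C in 5% CO2, then exposed to library compounds with dopamine controls for 90 minutes at 37 degrees C before luminescent detection.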
An asterisk follows results filed as active; i = inactive; u = inconclusive; x = no result given; [ ] = dose if it differs, or a comment. Unless noted, calls follow the shape of the dose curve; as a rule, active = well fitted curve in the direction sought with a large enough effect; inconclusive = small, poorly fitted or top-dose-only effect, or another doubt; inactive = no such curve, though single readings can be large; an effect the other way counts as inactive or inconclusive. The list is partial. The share of hits here may be higher or lower than overall.

SMILES	Akt phos inh	Mm-Cpn inhibitor	PTHR1 ag	EPAC2 agonist	D3 ag	CCT chaperon mod	EPAC2 antagonist	D3 antag
Cc1cc2c(c(=O)n1CCc1ccccc1)C(c1ccco1)C(C#N)=C(N)O2 (centres undefined)	i	-2%	-11%	3%	-2	1.2	3%	19
CC1CC(C)(C)NC(=S)S1 (centres undefined)	i	1%	-30%[inhibitor]	-3%	2	-2.0	-2%	-9
CCc1ccc(C2=NN(c3ccc(S(N)(=O)=O)cc3)C(c3ccc(F)cc3)C2)cc1 (centres undefined)	i	-1%	-15%	5%	3	-0.4	-5%	41
COc1ccc(C2C(C(=O)NCc3ccccn3)c3cc(OC)c(OC)cc3C(=O)N2C)cc1 (centres undefined)	i	-1%	-21%[57.5 µM]	14%	2	-3.5	-5%	u
CC(=O)C1C(=O)CC(C)(O)C(C(C)=O)C1c1ccccc1 (centres undefined)	i	0%	-12%	3%	-7	0.1	1%	-3
Fc1ccc(NCc2nnc3n2CCCCC3)cc1	i	2%	-14%	12%	8	-3.2	4%	7
O=C(CN1C(=O)NC2(CCc3ccccc32)C1=O)c1ccccc1 (centres undefined)	i	0%	17%	5%	10	-4.7	-2%	0
CCCCCn1c(=O)[nH]c2cc(C(=O)NCCN(CC)CC)ccc2c1=O	i	-1%	i	-6%	11	0.1	6%	6
CN(C)S(=O)(=O)N(CC(=O)Nc1ccc2ccccc2c1)c1ccccc1	i	2%	i	-1%	6	-3.2	-5%	0
CC(C)[C@H](NC(=O)c1ccccc1Cl)C(=O)OCC(=O)NCc1ccc2c(c1)OCO2	i	-3%	i	2%	-1	-0.3	-2%	-2
CC1(c2nnc(Cc3ccccc3)o2)CC(c2cccc([N+](=O)[O-])c2)=NO1 (centres undefined)	i	-3%	-19%	10%	32*	0.4	-6%	13
CCOc1ccc(CCNC(=O)CCc2nnc3ccc(N4CCOCC4)nn23)cc1OCC	i	0%	8%	3%	0	-1.0	5%	-2
Cc1noc(C)c1COC(=O)CCN1c2ccccc2Sc2ccccc21	i	-5%	i	6%	4	2.2	-30%	u
Cc1ccc(OCc2n[nH]c(=S)n2N)cc1C	i	1%	i	-3%	-4	-6.9	-12%	3
COc1ccc2c(C(=O)CN3CCSCC3)c[nH]c2c1	i	1%	0%	13%	-10	1.9	9%	-13
CC(=O)NCCC(=O)N1CCc2c([nH]c3ccccc23)C1c1cccc(C)c1 (centres undefined)	i	1%	-7%	-4%	0	-2.3	-7%	7
O=C(CSc1ncccn1)NCc1cccc(Cl)c1	i	-1%	-1%	13%	-2	-1.3	1%	2
Oc1ccc(Cl)cc1CNCc1ccc(F)c(F)c1	i	2%	-6%	-9%	-89	-1.6	-10%	-14
CN(C(=O)COC(=O)c1ccc(S(=O)(=O)N2CCOCC2)cc1)C1CCCCC1	i	u	-13%	0%	4	0.8	4%	-5
COc1ccc(-c2c(-c3ccccc3)n(C)c3ccccc23)cc1	i	-24%	-3%	8%	7	-2.7	-26%	13
O=C(CCN1CCCC1=O)NC1CCCc2c1cnn2-c1ccc(F)cc1F (centres undefined)	i	2%	0%	-6%	10	-2.2	9%	20
CCc1nc2ccc(C(=O)N(C)Cc3ccccc3)cn2c1N(C)Cc1ccc(OC)cc1	i	x	-21%	-3%	1	1.8	-21%	22
COc1ccc2c(C)cc(=O)sc2c1	i	x	i	4%	7	-0.3	-8%	21
Cc1cccc(/C=N/NC(=O)CNc2cccc3ccccc23)n1	i	-2%	-27%	2%	17	-0.1	14%	34
Cc1ccccc1C(=O)Nc1nnc(-c2ccco2)s1	i	-9%	-18%	7%	6	-0.6	0%	1

Another view of some results above:
Every second line gives: Akt phos inh	Mm-Cpn inhibitor	PTHR1 ag	EPAC2 agonist	D3 ag	CCT chaperon mod	EPAC2 antagonist	D3 antag
COc1ccc(-c2c(-c3ccccc3)n(C)c3ccccc23)cc1
  i	-24%	-3%	8%	7	-2.7	-26%	13
O=C(CCN1CCCC1=O)NC1CCCc2c1cnn2-c1ccc(F)cc1F (centres undefined)
  i	2%	0%	-6%	10	-2.2	9%	20
CCc1nc2ccc(C(=O)N(C)Cc3ccccc3)cn2c1N(C)Cc1ccc(OC)cc1
  i	x	-21%	-3%	1	1.8	-21%	22

A second format for part of the listing above.
The line under a structure holds: Akt phos inh, Mm-Cpn inhibitor, PTHR1 ag, EPAC2 agonist, D3 ag, CCT chaperon mod, EPAC2 antagonist, D3 antag
CCOc1ccc(CCNC(=O)CCc2nnc3ccc(N4CCOCC4)nn23)cc1OCC
→ i, 0%, 8%, 3%, 0, -1.0, 5%, -2
Cc1noc(C)c1COC(=O)CCN1c2ccccc2Sc2ccccc21
→ i, -5%, i, 6%, 4, 2.2, -30%, u
Cc1ccc(OCc2n[nH]c(=S)n2N)cc1C
→ i, 1%, i, -3%, -4, -6.9, -12%, 3

(further entries)
SMILES	Akt phos inh	Mm-Cpn inhibitor	PTHR1 ag	EPAC2 agonist	D3 ag	CCT chaperon mod	EPAC2 antagonist	D3 antag
Cc1ccc2nc(N3CCN(C(=O)CCC(=O)O)CC3)nc(-c3ccccc3)c2c1	i	-7%	-12%	10%	3	-0.2	-16%	15
Cc1cc(NC(=O)CSc2nnc(C3COc4ccccc4O3)n2C)no1 (centres undefined)	i	0%	i	10%	-2	-2.8	-7%	-21
CN(CCO)c1ccc(-c2nn(C)c(=O)c3ccccc23)cc1[N+](=O)[O-]	i	2%	-32%	1%	1	-0.4	-17%	9
Cc1cc([N+](=O)[O-])nn1CC(=O)c1ccccc1	i	-4%	9%	4%	-3	0.2	-6%	-2
c1ccc2c(N3CCCCC3)nc(N3CCCC3)nc2c1	i	1%	-55%[inhibitor]	-18%	1	0.7	-3%	-23
O=C(N/N=C/c1ccc([N+](=O)[O-])cc1)c1ccc(COc2ccccc2-c2ccccc2)cc1	i	0%	-7%	22%	-8	-5.3	-10%	-8
CC(C)(C)OC(=O)N1CCC(c2c(C(=O)NCC3CCN(C4CCCC4)C3)cnn2-c2ccc(F)cc2)CC1 (centres undefined)	i	2%	i	11%	2	-2.5	9%	-9
CN1CCN(S(=O)(=O)c2ccc(SCCOc3ccccc3)nc2)CC1	i	-3%	i	10%	-1	-1.7	-2%	-24
CN(C)S(=O)(=O)c1ccc(NC(=O)COC(=O)c2ccccn2)cc1	i	2%	-17%[57.5 µM]	4%	1	-4.2	-6%	6
CCC(Sc1nc(-c2ccccc2)cc(=O)[nH]1)C(=O)O (centres undefined)	i	-1%	i	11%	-8	-2.4	3%	-14
O=S(=O)(Nc1cnc2ccccc2c1)N1CCCCCC1	i	x	-19%	2%	12	1.1	6%	0
Nc1nnc2cc(F)ccc2n1	i	x	i	2%	4	0.4	-14%	5
CCc1cc(=O)oc2c(C)c(O)c(CN3CCCCC3)cc12	-93%*	-28%	i	-5%	0	1.0	4%	-11
O=C(Cc1csc(NC(=O)Nc2ccc(Cl)cc2)n1)NCc1cccnc1	i	0%	-37%[inhibitor]	3%	-5	0.7	1%	7
CCN=C(Nc1ccc2c(c1)OCO2)SC1CC(=O)N(c2ccccc2F)C1=O (centres undefined)	i	1%	0%[57.5 µM]	-10%	-6	-3.1	-1%	14
CCOC(=O)C1CCCN(Cc2cc(=O)oc3cc(C)c(C(C)C)cc23)C1 (centres undefined)	i	0%	i	19%	-8	-3.7	-16%	-14
COc1ccccc1NC(=O)C1=C(C)Nc2ncnn2C1c1ccc(C)o1 (centres undefined)	i	-1%	i	-17%	1	0.7	0%[57.1 µM]	8
CSCc1ccc(C(=O)NC(C)c2cnn(-c3ccccn3)c2C)o1 (centres undefined)	i	-1%	-20%	-6%	2	1.1	3%	7
Cc1cc(N2CCOCC2)nc(NCc2ccccc2)n1	i	1%	i	-1%	-4	-4.0	-7%	23
Cc1ccc(Nc2nc(/N=C/NO)n[nH]2)cc1C	i	0%	-17%	1%	1	1.4	8%	-4
C=CCn1c(SCC(=O)N2CCOCC2)nc2sc3c(c2c1=O)CCCC3	i	0%	i	-2%	12	0.1	-2%	34
CC(C)(C)Cc1c(-c2cccc(Cl)c2)nc2ccc(Cl)cn12	i	x	-14%	5%	2	1.8	2%	6
CCOc1ccc(CCNC(=O)Cc2ccc(NC3=NC4CS(=O)(=O)CC4S3)cc2)cc1OCC (centres undefined)	i	-3%	i	-2%	1	-1.4	-1%	-3
C=CCC(CC=C)(NC(=O)c1cccc(C)c1)c1ccccc1	i	2%	-20%	-1%	-7	2.4	8%	-9
COc1ccc2nc(SCC(=O)Nc3nccs3)[nH]c2c1	i	-1%	-51%[inhibitor]	5%	2	1.0	-7%	13
O=S1(=O)C[C@H](N2CC[C@@H](O)C2)[C@@H](COCc2ccccc2)N1	i	x	-20%	10%	-4	-1.1	12%	-29
O=C(N/N=C/c1coc2ccccc2c1=O)c1cc2ccccc2o1	i	-6%	i	-3%	-9	-1.3	-2%	4
COc1ccc(-c2cc(C(=O)Nc3c(C)n(C)n(-c4ccccc4)c3=O)c3ccccc3n2)c(OC)c1	i	-5%	i	5%	0	-3.8	-9%	28
O=C(NCC[C@@H]1CC[C@@H](NS(=O)(=O)Cc2ccccc2)[C@@H](CO)O1)C1CC1	i	x	i	3%	2	x	1%	-19

Source: PubChem BioAssay
